# Assay outcomes from PubChem.
# MC4R antag cAMP: human MC4R antagonism in cAMP assay. P32245. MC4R-expressing cells, MTII-stimulated cAMP, LANCE TR-FRET. inhibition, % at 6.5 µM. 360,000 compounds, 0.48% hits. AID 540295;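 active means inhibition above its plate's cutoff, the mean of tested wells on that plate plus 3 SD, cut at about 29% in these data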;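 further: 0% = Melanotan II alone and 100% = Melanotan II plus saturating MCL0020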
#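 Test system: U2OS cells stably expressing human melanocortin 4 receptor (MC4R); also added: Melanotan II challenge; compound: 6.5 µM single dose; timing: 30-min compound preincubation, 1-h Melanotan II challenge, 1-h detection, room temperature; signal: Eu-cAMP/anti-cAMP TR-FRET, emission 671 nm; repeats: one well per compound, no replicates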
# NOD2-RIPK2 inh: NOD2-RIPK2 protein interaction inhibition. 360,000 compounds, 0.38% hits. inhibition, % at 4.98 µM. O43353. CHO BLA complementation NOD2-RIPK2, CCF4 ratio. AID 624267; in the data active means inhibition above about 21%;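 further: 0% = vehicle only and 100% = reference blocker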
# Vif imaging: inhibitors of HIV Vif; HEK293T cells, Vif self-association by quenched fluorescence, imaging, 24 h; inhibition, % at 7.49 µM; 340,000 compounds, 0.35% hits; in the data active means inhibition above about 50%, passing the limit was not always enough; inconclusive means no clear call, values can overlap the other calls; inactive means below about 31%; further: some results filed as inactive read as strong as hits
# ABCB6 inh MLPCN: inhibitors of human ABC transporter ABCB6; K562-ABCB6 porphyrin accumulation, flow cytometry, 1 h; hits give low values; fluorescence ratio to DMSO, % at 10 µM; 360,000 compounds, 0.19% hits;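 active means fluorescence ratio to DMSO below 75%, the collection mean minus 3 SD; inconclusive means too few cells collected in the well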;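 further: signal is porphyrin accumulated inside mitochondria; 100% equals median channel fluorescence of DMSO control wells; lower ratio means ABCB6 inhibition with less porphyrin fluorescence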
# Glyco luc inh: N-linked glycosylation inhibition; reporter increase, % at 12.5 µM; D54 ERlucT glycosylation luciferase reporter, 24 h; percent of 100 nM tunicamycin response; 360,000 compounds, 0.23% hits;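 active means mean luciferase reporter signal, scaled so untreated is 0 and the glycosylation-blocking control 100, at or above a set limit in every replicate; inconclusive means mean reaches the limit but not every replicate does; inactive means mean below the limit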;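 further: luciferase carries N-glycosylation sites so blocking glycosylation raises the light; 0% = median of neutral control wells and 100% = median of 100 nM tunicamycin wells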
# aDG glyco act: alpha-DG glycosylation activation; Pro5-aDG cells, alpha-DG glycosylation AlphaScreen (IIH6); 0% Pro5, 100% B10-LARGE cell signal; activation, % at 10 µM; 360,000 compounds, 0.22% hits;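 active means activation of at least 8% versus controls, or a plate z-score of at least 8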;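 further: Pro5 are CHO cells carrying HIG-tagged alpha-DG that lacks glycosylation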
# TLR9-MyD88 inh: inhibitors of human TLR9-MyD88 binding; CHO BLA complementation TLR9-MyD88, CCF4 FRET ratio; 340,000 compounds, 0.21% hits; inhibition, % at 4.98 µM;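 active means inhibition above the mean over all tested compounds plus 3 SD, cut at about 21% in these data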;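 further: 0% = DMSO only wells and 100% = clavulanate BLA inhibitor control wells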
# Target sequence (Q99836 whole entry, looked up): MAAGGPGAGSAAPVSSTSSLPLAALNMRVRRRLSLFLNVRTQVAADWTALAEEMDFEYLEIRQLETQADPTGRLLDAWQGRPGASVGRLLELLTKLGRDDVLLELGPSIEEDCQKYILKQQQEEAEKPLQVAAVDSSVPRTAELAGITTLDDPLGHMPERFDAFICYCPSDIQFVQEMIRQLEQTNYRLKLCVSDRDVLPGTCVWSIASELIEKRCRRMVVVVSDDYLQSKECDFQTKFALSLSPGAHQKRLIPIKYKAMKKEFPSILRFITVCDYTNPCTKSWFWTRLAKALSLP
# Target sequence (Q9NR96 whole entry, looked up): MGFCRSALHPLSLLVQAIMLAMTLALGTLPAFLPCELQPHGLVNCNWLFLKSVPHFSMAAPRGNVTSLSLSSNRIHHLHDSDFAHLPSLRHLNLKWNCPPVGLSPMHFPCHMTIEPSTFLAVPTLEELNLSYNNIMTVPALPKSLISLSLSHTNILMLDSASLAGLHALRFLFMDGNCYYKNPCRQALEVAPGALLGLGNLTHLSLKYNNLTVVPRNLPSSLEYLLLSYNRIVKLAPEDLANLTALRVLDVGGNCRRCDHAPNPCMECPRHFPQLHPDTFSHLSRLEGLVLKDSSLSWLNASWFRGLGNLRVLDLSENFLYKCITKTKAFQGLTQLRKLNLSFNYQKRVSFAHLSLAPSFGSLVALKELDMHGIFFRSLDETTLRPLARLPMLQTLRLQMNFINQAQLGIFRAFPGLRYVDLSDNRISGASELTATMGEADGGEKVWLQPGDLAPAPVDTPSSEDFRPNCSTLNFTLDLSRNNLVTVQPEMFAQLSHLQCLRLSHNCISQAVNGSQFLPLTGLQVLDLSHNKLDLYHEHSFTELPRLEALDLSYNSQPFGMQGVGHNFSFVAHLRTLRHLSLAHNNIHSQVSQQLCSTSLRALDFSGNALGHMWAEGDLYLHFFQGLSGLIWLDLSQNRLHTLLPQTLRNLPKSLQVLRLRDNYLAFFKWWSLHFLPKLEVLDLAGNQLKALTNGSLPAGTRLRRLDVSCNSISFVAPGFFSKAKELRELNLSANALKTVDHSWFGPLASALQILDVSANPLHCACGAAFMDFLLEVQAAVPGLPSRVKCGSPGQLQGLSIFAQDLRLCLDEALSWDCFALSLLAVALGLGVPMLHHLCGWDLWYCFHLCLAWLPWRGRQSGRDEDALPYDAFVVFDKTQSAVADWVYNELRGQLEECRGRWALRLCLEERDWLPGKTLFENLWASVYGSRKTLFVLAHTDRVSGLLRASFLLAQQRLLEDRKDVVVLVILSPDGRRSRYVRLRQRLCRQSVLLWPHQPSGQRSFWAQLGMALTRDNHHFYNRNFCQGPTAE
# ABHD5-PLIN5 inh: ABHD5-PLIN5 protein interaction inhibition | Q00G26+Q8WTS1 | 360,000 compounds, 0.78% hits | inhibition, % at 4 µM | AID 602281 | Split G. princeps luciferase complementation, luminescence, 4 h;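 active means inhibition above the mean inhibition across every tested compound plus 3 SD, cut at about 22% in these data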;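 further: 0% = DMSO only wells and the 100% control is not disclosed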
# MC4R ag barr: agonists of human melanocortin 4 receptor (MC4R) beta-arrestin; P32245; U2OS MC4R beta-arrestin complementation, luminescence; percent of melanotan II response, DMSO zero; activation, % at 8.9 µM; 360,000 compounds, 0.98% hits;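 active means activation above a per-plate cutoff, the mean activation of sample wells on that plate plus 3 SD, cut at about 8% in these data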
# Granule exo inh: lytic granule exocytosis inhibition. TALL-104 LAMP-1 surface exposure, flow cytometry; cells stimulated with thapsigargin and PMA. inhibition, % at 10 µM. 360,000 compounds, 0.66% hits;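 active means inhibition above about 55%, limit read from the data; inconclusive means no clear call, values can overlap the other calls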
# An asterisk follows results filed as active; ? = inconclusive; . = not tested or not shown. Not all compounds are listed, so the mix of outcomes need not match the whole.
SMILES,MC4R antag cAMP,NOD2-RIPK2 inh,Vif imaging,ABCB6 inh MLPCN,Glyco luc inh,aDG glyco act,TLR9-MyD88 inh,ABHD5-PLIN5 inh,MC4R ag barr,Granule exo inh
COC(=O)c1c(C)oc(C)c1S(=O)(=O)NCc1ccco1,6,7,21,95,4,0.0,8,2,1.1,-1
Cc1ccc(C)c(CN2C(=O)COc3ccc(C(=O)c4ccccc4C(=O)O)cc32)c1,14,-15,-14,103,-1,0.4,-9,-11,0.8,-2
CCOc1cc(N2CCOCC2)c(OCC)cc1NC(=O)CN1CCC(Cc2ccccc2)CC1,-4,3,4,93,-1,-0.5,2,9,1.2,5
N#Cc1cnn(-c2nc3sc4c(c3c(=O)[nH]2)CCCC4)c1N,1,9,-3,96,2,0.6,2,0,1.9,0
O=C(OCc1ccccc1)N(CCCCN(CCCNCc1ccccc1)C(=O)OCc1ccccc1)CCCNCc1ccccc1,8,14,-5,99,-21,-0.6,-9,21,4.1,85*
CC1=C(C(=O)OC(C)C)C(c2ccccn2)n2ncnc2N1 (stereo unspecified),0,-10,0,101,2,1.2,-1,5,-1.4,2
CC(C(=O)NCc1ccco1)n1ccc2cc(S(=O)(=O)N3CCCCC3)ccc21 (stereo unspecified),-4,2,-5,99,-1,-0.3,9,1,-3.7,-2
COc1cc(C(=O)C(=O)c2ccc(O)c(OC)c2)ccc1O,28,-18,6,100,1,0.0,7,-3,0.7,-8
CC1(C(=O)NS(=O)(=O)c2ccccc2)CCN1C(=O)C/C=C/c1ccccc1 (stereo unspecified),4,-7,-1,92,1,-0.2,.,11,-2.2,-16
CCSc1nnc(NC(=O)CCNS(=O)(=O)c2cc(Br)cnc2N)s1,6,-4,-3,96,3,0.0,-7,0,-0.8,1
Cc1cc(=O)n(C)c(=O)n1CCCCCCOc1cccc([N+](=O)[O-])c1,17,1,-2,90,2,1.2,-7,-8,1.1,-3
Cc1ccc(-n2ncc3ccccc3c2=O)cc1Cl,15,5,.,102,-6,0.4,1,-1,-0.3,0
Cc1noc(NS(=O)(=O)c2ccc(NC(=O)c3cccc(S(=O)(=O)Nc4ccccc4F)c3)cc2)c1C,9,-7,11,98,5,-0.1,-6,0,-0.8,-1
Cc1nn(-c2ccc(F)cc2)c(Cl)c1/C=N/NC(=O)c1cccs1,-1,5,-4,88,17,0.2,-6,-9,6.8,-2
Cc1ccc(C(=O)NNC(=O)c2ccccc2OCc2c(C)noc2C)cc1,-4,2,6,99,0,0.0,1,-4,-1.2,3
CCCNC(=O)CN(c1cccc(F)c1)S(C)(=O)=O,22,-4,-2,100,2,0.0,-3,1,-2.6,9
COc1ccc(CNC(=O)[C@H](C)NC(=O)C2CCN(C(=O)[C@@H](N)CCSC)CC2)cc1,7,6,-2,103,0,-0.2,-3,-5,-1.1,5
CC(NC(=O)CN(c1ccc(F)cc1)S(C)(=O)=O)c1ccccc1 (stereo unspecified),1,-4,1,100,1,-0.1,-12,-5,1.3,5
Cc1ccc(S(=O)(=O)NC(=O)c2ccc(Br)o2)c(C)c1,1,-11,5,97,4,-0.1,-6,2,-0.9,-3
C=CC[C@H]1CC(Cc2ccccc2)=C[C@H](CC=C)N1,23,2,-2,97,0,0.7,-25,12,2.5,-3
COc1ccc(OC)c(CCNC(=O)c2sc3nc4n(c(=O)c3c2C)CCC4)c1,3,0,-6,98,0,0.5,0,2,-1.5,10
CCn1c(SCC(=O)Nc2ccccc2N2CCOCC2)nnc1-c1ccccc1O,12,-9,.,89,-1,0.4,-13,-2,-1.6,0
CCCc1cc(=O)n2[nH]c(C)c(-c3ccc(OC)cc3)c2n1,-2,-2,15,95,-1,-0.1,-9,-2,-2.2,3
O=C(/C=C/c1cccc([N+](=O)[O-])c1)N1CCN(c2ccc(F)cc2)CC1,-2,-1,-10,100,1,-0.2,-4,-2,-0.8,-2
CCCCCCSc1nsc(NC(=O)CCC)n1,17,3,8,99,1,0.9,-8,2,-0.5,-5
COc1ccccc1OCC(=O)N(Cc1nc(-c2ccc(Cl)cc2)no1)C(C)C,4,4,8,98,-1,0.6,-4,-5,0.0,-1
N#Cc1cccc(NC(=O)COC(=O)c2ccccc2Sc2ccccc2C#N)c1,4,-12,-2,89,2,0.4,-6,3,0.6,-1
C/C(=C1\SC(N2CCOCC2)=NC1=O)c1ccc(C)cc1,10,9,-1,102,-1,-0.2,-7,0,-0.4,2
O=C(CSc1ncn[nH]1)NCCc1ccc(Cl)cc1Cl,10,2,11,98,2,0.1,3,1,-2.4,-11
CCN1CCSc2ccc(C(=O)NCc3ccccc3F)cc21,-1,1,5,99,0,-0.4,5,-5,0.5,1
CC(C(=O)NCc1ccco1)n1cc(C(=O)c2ccco2)c2ccccc21 (stereo unspecified),12,4,-2,112,0,0.0,-3,2,2.6,-2
COCCN(C(=O)CSCC(=O)Nc1cccc(C)c1)c1c(N)n(Cc2ccccc2)c(=O)[nH]c1=O,6,6,-10,99,1,0.1,-3,-11,-5.1,-3
CCOC(=O)C1CCN(C(=O)c2cccc(S(=O)(=O)NCc3ccccc3)c2)CC1,-2,5,24,96,1,0.7,1,-10,-1.8,-1
CCCNC(=O)COC(=O)c1c2c(nc3ccccc13)CCC2,26,-1,2,98,0,0.0,-9,2,0.1,0
O=C(NC1CCCCCC1)C1c2ccccc2C(=O)N1C1CC1 (stereo unspecified),2,8,-3,100,1,-0.1,1,-3,0.6,0
CSc1cccc(CNC(=O)CC2C(=O)NCCN2CC(C)(C)C)c1 (stereo unspecified),11,1,0,99,0,0.1,0,2,0.0,1
COc1cccc(NC(=S)N(CCN2CCCCC2)Cc2ccco2)c1,6,-2,-1,97,-1,0.0,4,2,-1.2,-2
COC(=O)c1c(C)[nH]c(C(=O)NCCc2ccc(S(N)(=O)=O)cc2)c1C,0,1,20,95,0,0.0,14,1,0.3,8
Cc1ccc2cc(CNC[C@H]3O[C@@H](n4cc(C)c(=O)[nH]c4=O)C[C@@H]3O)c(N3CCOCC3)nc2c1,14,0,-2,98,1,0.2,0,-4,-0.4,-4
O=C(CSc1nnc(NC(=O)C2CCCCC2)s1)NCc1ccco1,-3,0,-4,95,0,0.0,13,1,-1.7,-1
O=C(Cn1ncc2c(=O)oc3ccccc3c21)N(Cc1ccco1)C1CCCCC1,9,-4,1,92,1,0.0,-2,-6,-0.8,-2
COc1cccc(C(=O)C(C#N)=C(SC)SC)c1,42*,-5,-8,99,?,-0.2,-5,8,24*,70*
COc1ccccc1NC(=O)N(Cc1cccs1)Cc1cc2cc3c(cc2[nH]c1=O)OCO3,-2,-12,2,95,18,0.3,1,-6,-0.9,-4
Cc1ccc(S(=O)(=O)N2CCN(C(=O)N(c3ccccc3)c3ccccc3)CC2)cc1,-2,-10,-8,99,-5,0.3,-10,-5,-0.4,-1
Nc1nnc(CC(=O)N/N=C/c2ccc([N+](=O)[O-])cc2)s1,2,5,-2,102,1,0.1,-1,1,-2.0,-10
O=C(NCc1ccncc1)c1cccc(Cn2cc(Br)cn2)c1,14,0,9,98,-2,0.4,13,-6,-1.4,7
CCc1nc(NCCN2CCOCC2)c(C#N)c2c1CCCC2,3,-5,-5,101,0,-0.4,-8,4,-0.3,-2
COc1ccc(C)cc1NC(=O)c1sc2ncn(CC(=O)N3CCCCC3)c(=O)c2c1C,7,-10,-2,92,-2,0.1,2,-1,-0.8,-5
O=C(CN1C(=O)c2cccc3cccc(c23)C1=O)N1CCOCC1,-2,11,12,97,2,0.1,5,1,-1.1,1
Cc1ccc2[nH]c(=O)c(CN(CCCN3CCOCC3)C(=O)Nc3cccc(Cl)c3)cc2c1,0,6,.,95,-1,-0.3,9,-3,-0.5,1
# Following part
SMILES,MC4R antag cAMP,NOD2-RIPK2 inh,Vif imaging,ABCB6 inh MLPCN,Glyco luc inh,aDG glyco act,TLR9-MyD88 inh,ABHD5-PLIN5 inh,MC4R ag barr,Granule exo inh
COCCCNC(=S)N1CCN(c2nc(C)nc3sc4c(c23)CCCC4)CC1,5,-5,-2,96,-2,-0.2,-7,-6,-1.8,66*
O=C(COC(=O)C1CC1)Nc1ncc(C(F)(F)F)cc1Cl,1,1,-2,97,-1,-0.1,-3,-1,0.1,-7
CCN(CC(=O)NCc1cccs1)S(=O)(=O)c1cc(NC(C)=O)ccc1OC,4,0,-2,99,1,1.3,0,13,1.4,-1
CC(=O)c1cccc(OC(=O)Oc2cccc(C(C)=O)c2)c1,-5,-3,-3,89,1,-0.1,-13,2,0.1,-6
CC[C@H](C)[C@H]1CNC(=O)C(=O)N1CC1CCN(CCc2ccc(Cl)c(Cl)c2)CC1,-1,-1,-6,102,2,-0.3,-19,-8,4.3,-3
Cc1ccccc1CN1CCSc2sccc2C1=O,9,2,8,104,1,0.2,8,-4,0.0,-1
O=C(CSc1ccc(Cl)cc1)OCC(=O)N1CCN(c2ccccc2)CC1,2,-3,24,92,3,-0.4,2,-2,-0.2,2
Nc1cc(-c2cccc(Br)c2)nn1Cc1ccccc1,2,-3,-18,97,2,0.3,-3,-4,-0.7,-7
COc1ccc2ccccc2c1/C=N/NC(=O)c1ccc([N+](=O)[O-])cc1,13,5,20,99,2,-0.1,6,9,2.6,-4
COc1ccc(CCNC(=O)c2nnn(-c3ccc4c(c3)OCCO4)c2N)cc1OC,4,6,-11,102,-16,0.2,-5,4,-1.5,-2
CCCC1=Nc2cc(C(=O)NCCCOC(C)C)ccc2Sc2ccccc21,-20,3,-14,99,5,-0.1,5,2,-0.6,11
CCN(CC)C(=O)C12C(=O)Oc3ccccc3C1C2(C)C(=O)c1ccc(F)cc1 (stereo unspecified),6,1,4,99,-1,0.0,-5,-6,0.2,9
CN(C)c1nc(Oc2ccc(/C=N/O)cc2)nc(N(C)C)n1,1,12,-17,102,1,-0.1,4,-1,-2.6,-3
COc1ccc(C(=O)N2CCC3(CC2)NCCc2[nH]cnc23)cc1OC,0,8,11,101,3,0.0,-2,2,-3.8,-4
O=S(=O)(NC1CCCC1)c1ccc(Br)s1,13,-7,-4,98,0,0.1,-9,-5,2.7,-4
O=C(CSc1ncn[nH]1)N1N=C(c2ccc(Cl)cc2)CC1c1ccco1 (stereo unspecified),12,0,-2,106,0,-0.3,-5,2,0.7,-2
O=C(NCCCc1ccccc1)c1cccc(NC(=O)C2CCCCC2)c1,9,-6,-11,99,0,0.0,-24,7,2.8,-5
CC(C)COC(=O)N(C)C[C@H]1OCc2cn(nn2)CCCC(=O)N([C@H](C)CO)C[C@@H]1C,-3,-19,8,105,3,0.0,7,-3,-1.9,-5
